# KDM5B inhibitor – blocks human KDM5B histone demethylase activity; Q9UGL1; actives 2.6% (n = 220,000); Potency, µM (series often up to 57.7 µM), without a hit: at the highest dose activity change, negative = inhibition, actives largely listed as inhibitors; KDM5B demethylase, FDH-coupled NADH fluorescence (FDH is formaldehyde dehydrogenase); AID 1347165; active = well fitted inhibition curve with a large enough effect; inconclusive = small, poorly fitted or top-dose-only effect; inactive = no such curve, though single readings can be large or run the other way; also: 0% is about no effect; nearly all actives have a fitted effect of over 70% in size
# Target sequence (Q9UGL1 whole entry, looked up): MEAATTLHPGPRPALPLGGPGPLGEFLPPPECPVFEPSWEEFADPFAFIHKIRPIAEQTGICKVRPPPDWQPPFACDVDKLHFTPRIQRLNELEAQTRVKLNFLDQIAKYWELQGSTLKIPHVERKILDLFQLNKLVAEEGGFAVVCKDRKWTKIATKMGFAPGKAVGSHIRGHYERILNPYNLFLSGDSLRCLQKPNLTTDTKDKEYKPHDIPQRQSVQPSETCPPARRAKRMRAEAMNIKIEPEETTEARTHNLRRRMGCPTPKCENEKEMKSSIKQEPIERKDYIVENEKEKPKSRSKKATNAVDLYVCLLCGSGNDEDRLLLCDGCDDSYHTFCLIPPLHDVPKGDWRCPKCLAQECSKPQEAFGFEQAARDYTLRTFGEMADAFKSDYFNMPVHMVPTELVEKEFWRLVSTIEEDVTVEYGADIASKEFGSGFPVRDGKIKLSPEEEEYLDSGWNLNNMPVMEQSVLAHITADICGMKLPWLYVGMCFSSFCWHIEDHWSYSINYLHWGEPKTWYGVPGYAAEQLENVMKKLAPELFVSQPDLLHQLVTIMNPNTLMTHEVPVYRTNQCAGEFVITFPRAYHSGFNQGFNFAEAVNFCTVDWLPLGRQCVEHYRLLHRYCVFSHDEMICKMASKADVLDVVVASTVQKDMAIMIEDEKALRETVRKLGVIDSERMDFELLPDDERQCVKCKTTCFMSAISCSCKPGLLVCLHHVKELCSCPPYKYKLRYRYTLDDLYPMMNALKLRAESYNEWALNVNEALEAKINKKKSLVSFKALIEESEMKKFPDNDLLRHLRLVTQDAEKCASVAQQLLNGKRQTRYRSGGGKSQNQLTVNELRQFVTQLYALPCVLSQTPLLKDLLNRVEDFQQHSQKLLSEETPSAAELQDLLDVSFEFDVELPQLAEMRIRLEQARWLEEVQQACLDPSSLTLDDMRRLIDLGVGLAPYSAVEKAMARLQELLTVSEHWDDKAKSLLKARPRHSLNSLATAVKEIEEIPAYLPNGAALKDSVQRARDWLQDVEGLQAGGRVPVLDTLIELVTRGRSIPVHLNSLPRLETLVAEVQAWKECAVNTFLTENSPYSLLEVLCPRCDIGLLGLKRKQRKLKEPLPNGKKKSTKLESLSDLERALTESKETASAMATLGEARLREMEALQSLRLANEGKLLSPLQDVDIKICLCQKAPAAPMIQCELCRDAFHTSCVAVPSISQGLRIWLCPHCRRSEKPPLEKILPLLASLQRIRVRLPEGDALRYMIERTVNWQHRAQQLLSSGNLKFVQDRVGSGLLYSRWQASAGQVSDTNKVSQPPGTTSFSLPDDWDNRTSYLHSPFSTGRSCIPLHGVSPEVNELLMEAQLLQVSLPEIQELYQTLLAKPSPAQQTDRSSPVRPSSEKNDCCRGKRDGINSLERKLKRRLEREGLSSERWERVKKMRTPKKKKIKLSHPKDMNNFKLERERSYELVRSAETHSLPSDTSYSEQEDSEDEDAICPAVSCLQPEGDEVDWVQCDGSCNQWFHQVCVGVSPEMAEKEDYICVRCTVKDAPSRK
#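 Coupled FDH/NAD⁺ fluorescence readout. KDM5BΔAP 200 nM final; compound titration, 10 min RT preincubation; substrate mix 12.5 µM H3K4me3, 25 µM 2-OG, 50 µM Fe(II), 100 µM ascorbate, 0.25 mM NAD⁺, 0.25 U/mL FDH; ΔRFU over 30 min.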
# An asterisk follows results filed as active; ? = inconclusive; & = joins results of further samples; [ ] = remark or other dose. Potency is read from the fitted curve at half-maximal effect.
No.	Molecule	KDM5B inhibitor
1	CCNC(=O)NC[C@H]1Cn2c(-c3cccc(Cl)c3)cnc2CO1	36%[activator][86.2 µM]
2	COc1ccc(C(=O)OCC(=O)NC2CCCCC2)cc1F	19%
3	CCOC(=O)C(=CNC(N)=O)C(=O)OCC	0%
4	CCOc1ccc(Nc2ccc(N3C(=O)CCC3=O)cc2[N+](=O)[O-])cc1	22%
5	Cc1cc(C)n(CCC(=O)N2C[C@@H](CO)[C@H](c3nc(C)no3)C2)n1	-5%
6	CN(C(=O)CSc1nc2ccccc2n1CC(=O)N(C)C1CCCCC1)c1ccccc1	-9%
7	Cc1ccccc1CC(=O)N1CCC2(CC1)N(c1ccccc1)C(=O)CS2(=O)=O	4%
8	COc1ccc(CCn2c(SCc3ccccc3)nc3c2c(=O)n(C)c(=O)n3C)cc1	-6%
9	O=C(NCc1ccc(Cl)cc1)c1ccc2c(c1)N(Cc1ccccc1F)C(=O)c1ccccc1S2=O (stereo not given)	-30%
10	COc1cc([N+](=O)[O-])cc(/C=N/NC(=O)c2cc(-c3ccccc3)nc3ccccc23)c1O	?
11	Cc1cc(OCCN2CCOCC2)c(C)c2c1CC[C@@H]([C@H](C)C(=O)N1CCOCC1)C2	12%[86.2 µM]
12	COc1ccc(CCNC(=O)c2cc(-c3ccc(C)c(C)c3O)n[nH]2)cc1OC	-8%
13	Cc1ccc(NC(=O)c2c(C)oc3ccc(O)c(CN4CCCCCC4)c23)cc1	9%
14	CC(c1ccon1)N(C)C(=O)c1cccc(CC2CCNCC2)c1 (stereo not given)	-29%
15	Cc1ccc(CN2C(=O)C3(SCC(=O)N3c3ccc(C)c(C)c3)c3ccccc32)cc1 (stereo not given)	-27%
16	Cc1c(Cl)cccc1-c1ccc(C=O)o1	?
17	CSc1ccc(S(=O)(=O)N(CC(=O)NCc2ccccn2)c2ccc(C)cc2)cc1	3%
18	O=C(CSc1nnc(-c2ccncc2)n1CC(F)(F)F)NCC1CC1	-6%
19	N#Cc1ccc(C(=O)NC2CCSc3c(F)cccc32)cc1 (stereo not given)	4%
20	COc1ccc(-n2c(SCC3CCOCO3)nnc2-c2ccccc2)cc1OC (stereo not given)	11%
21	COc1ccc(C(=O)N2CCc3c(sc4ncnc(N)c34)C2)cc1OC	-6%
22	CCOP(=O)(OCC)c1nc(-c2ccccc2)oc1N(C)C	?
23	O=C(Cc1noc2ccccc12)N[C@@H]1COCC[C@@H]1OCc1ccccn1	8%
24	CN(C(=O)Cc1c(C(=O)O)n(C)c2ccccc12)c1ccc(Cl)cc1	?
25	COc1ccc(NC(C)=O)cc1NC(=O)c1nc(-c2ccccc2)oc1C	10%
26	COC(=O)c1c(Cl)c(C)nc2onc(C)c12	14%
27	CCCCCn1c(SCCN2CCOCC2)nc2c1c(=O)[nH]c(=O)n2C	-31%
28	Cc1[nH]c(C)c(S(=O)(=O)NCCC(=O)NCc2ccc(F)cc2)c1C(=O)N1CCCC1	10%
29	C=CC#CC[N+](CC)(CC)CC#Cc1ccccc1	1%
30	CCn1ncc(C(=O)N[C@@H]2CN(c3ncccn3)C[C@H]2CN(C)C)c1C	25µM*

# From compound 25 as far as 28, copied from above:
No.	Molecule	KDM5B inhibitor
25	COc1ccc(NC(C)=O)cc1NC(=O)c1nc(-c2ccccc2)oc1C	10%
26	COC(=O)c1c(Cl)c(C)nc2onc(C)c12	14%
27	CCCCCn1c(SCCN2CCOCC2)nc2c1c(=O)[nH]c(=O)n2C	-31%
28	Cc1[nH]c(C)c(S(=O)(=O)NCCC(=O)NCc2ccc(F)cc2)c1C(=O)N1CCCC1	10%

# More records
No.	Molecule	KDM5B inhibitor
31	CCc1ccc(C(=O)NCCOC)cc1	15%
32	COc1cc2c(cc1OC)C(CNC(=O)c1ccco1)N(C(=O)Nc1cccc(F)c1)CC2 (stereo not given)	0%
33	Cc1ccc(-c2noc(-c3cn(CC(=O)NCc4cccs4)c4nc(C)ccc4c3=O)n2)cc1	-11%
34	O=C1NC(C(=O)NCc2ccc(F)cc2)Cn2cccc21 (stereo not given)	2%
35	CCN1CCN(CCN2CC3(CCN(C4CCOCC4)CC3)OC2=O)CC1	?
36	COc1ccc2c(=O)c(Oc3ccc(C)cc3)c(C(F)(F)F)oc2c1	20%
37	COc1ccc(C(=O)N[C@@H]2CN(Cc3cccnc3)C[C@H]2CN(C)C)c(OC)c1	?
38	Cc1ccc(CNC(=O)C(C(C)C)N2Cc3ccccc3C2=O)cc1 (stereo not given)	-3%
39	CCC1Oc2ccc(NC(=O)Cc3ccccc3)cc2CN(Cc2cccc(OC)c2)C1=O (stereo not given)	?
40	CCC(Cn1nnc2ccccc2c1=O)NC(=O)Nc1ccccc1OC (stereo not given)	-18%
41	COc1ccc(C)cc1NC(=O)COCc1cc(-c2cccs2)on1	-28%
42	O=S(=O)(c1ccccc1)N1CCN(C(=S)NC2CCCC2)CC1	5%
43	CC[C@H]1CN(S(=O)(=O)c2c(C)noc2C)CC[C@H]1CC(=O)Nc1ccccc1	6%[86.2 µM]
44	CCCNC(=O)c1ccc(-n2nc(Sc3ccc(Cl)cc3)ccc2=O)cc1	-12%
45	Brc1ccc(-c2c[n+]3c(n2-c2ccccc2)SCC3)cc1	14%
46	COc1cccc(OCCSc2nc3ccccc3n2CC(=O)N2CCCCC2)c1	-22%
47	Nc1nc(CCC(=O)N[C@@H]2COCC[C@H]2Oc2ccc(CO)cc2)cs1	-9%
48	COC(=O)CNC(=O)C1CN(c2cccc(Cl)c2)C(=O)N1 (stereo not given)	3%&18%[86.2 µM]
49	CCN(C(=O)CSc1nnc(N2CCOCC2)n1-c1ccccc1)C1=CCCC1	7%
50	O=C(Cc1ccccn1)N1CCC(c2nn(-c3ccc(F)cc3)c(=O)[nH]2)CC1	8%
51	Cc1nc(C2(NC(=O)CCn3c(=O)n(C)c4ccccc43)CCCCC2)no1	19%
52	O=C(/C=C/c1c(Cl)cccc1Cl)c1cccc(O)c1	-23%
53	CN(C)Cc1cc(CC2(NCc3ccccc3O)COC2)no1	-11%[86.2 µM]
54	CCOC(=O)c1c[nH]n2c(=O)cc(C)nc12	?
55	Cc1nn(C)c(C)c1S(=O)(=O)N1CCc2nnc(C3CC3)n2CC1	17%
56	O=S(=O)(/N=c1\ssc(-c2ccccc2)c1Cl)c1ccccc1	-7%
57	COc1ccc(C(=O)Nc2ccc(C(=O)OCc3cc(=O)n4nc(C5CC5)sc4n3)cc2)cc1	?
58	COc1ccc(C2c3c(ncn(CCCO)c3=N)Oc3ccc4ccccc4c32)cc1 (stereo not given)	13%
59	COc1ccc(-c2[nH]nc3ncc(-c4ccc(F)cc4OC)nc23)c(C)c1	7.9µM*
60	O=C1NC2(CCCCC2)N(C(=O)c2ccccc2Br)C2=C1CCCC2	9%

# Brought forward from above: 4 entries, followed by the next part.
No.	Molecule	KDM5B inhibitor
57	COc1ccc(C(=O)Nc2ccc(C(=O)OCc3cc(=O)n4nc(C5CC5)sc4n3)cc2)cc1	?
58	COc1ccc(C2c3c(ncn(CCCO)c3=N)Oc3ccc4ccccc4c32)cc1 (stereo not given)	13%
59	COc1ccc(-c2[nH]nc3ncc(-c4ccc(F)cc4OC)nc23)c(C)c1	7.9µM*
60	O=C1NC2(CCCCC2)N(C(=O)c2ccccc2Br)C2=C1CCCC2	9%
61	CC[C@H]1CN(C(=O)N2CCOCC2)CC[C@H]1CC(=O)NCc1ccccc1OC	7%[86.2 µM]
62	CCOc1ccc(OCC)c(NC(=O)C2CCCN(S(=O)(=O)c3cc(Br)cc4c3N(C(=O)CC)CC4)C2)c1 (stereo not given)	-28%
63	Cn1c(CC(=O)Nc2ccccc2F)nnc1SCC(=O)Nc1ccc2ccccc2c1	1%
64	CSc1ccc(CCNC(=O)CCc2c(C)nc3c(-c4ccccc4)c(C)nn3c2C)cc1	?
65	O=C(CN1C(=O)COc2ccc(S(=O)(=O)N3CCOCC3)cc21)N1CCN(c2ccccc2)CC1	-9%
66	Clc1ccc(-c2nnc(COc3nncc4ccccc34)o2)cc1	-3%
67	O=C(OCc1ccccc1)N1CCOCC12CCN(Cc1ccccc1F)CC2	-15%[86.2 µM]
68	CC(C)(C)c1csc(NC(=O)Cn2nc3c(cc2=O)CCCC3)n1	45%[activator]
69	CC(C)[C@@H](CO)N(Cc1cn(Cc2ccccc2)nn1)S(=O)(=O)c1ccccc1Br	-2%
70	CCNC(=O)[C@@H]1C[C@H](N)CN1C(=O)Cc1ccc(OC)cc1OC	-12%
71	CCc1cc(CC)n(-c2nc3c(c(=O)n(C)c(=O)n3C)n2C)n1	15%
72	Cc1ccc(C23CC4CC(CC(C(=O)Nc5ccc(F)cc5F)(C4)C2)C3)cc1	13%
73	CCOc1ccc(NC(=O)CN2CCN(CC(=O)Nc3ccc(N(C)C)cc3)CC2)cc1	24%
74	COCC(=O)N1CC[C@]2(O)CCN(C(=O)c3ccccc3N(C)C)C[C@@H]2C1	?
75	O=S(=O)(c1ccccc1C(F)(F)F)N1CC(c2nc(-c3ccncc3)no2)C1	23%
76	CCc1cc(Nc2ccccc2OC)n2ncnc2n1	3%
77	Cc1nn(C)cc1C(=O)N1C[C@H]2CC[C@@H]1CN(C(=O)c1cccnc1)C2	15%
78	N#Cc1ccc(CN2CC(Oc3ccc4c(c3)OCO4)C2)cc1	-30%[86.2 µM]
79	Cc1ccc(N2CCN(C(=O)c3nn(C)c4c3CCc3sccc3-4)CC2)c(C)c1	12%
80	O=C1COCCN1C1CCN(Cc2cncs2)CC1	-6%&6%[149 µM]
81	CC(C)NC(=O)c1ccc(CSCc2ccccc2Cl)o1	18%
82	O=C(CN(C(=O)CCC(=O)Nc1nccs1)c1cccc(F)c1)NCc1ccccc1	-15%
83	COc1ccc(-c2noc([C@@H]3CCCN3C(=O)Cc3cccc(C)c3)n2)cc1	-5%
84	Cc1ccc2[nH]c3c(=O)n(CC(=O)N(C)Cc4ccccc4)ncc3c2c1	?
85	COc1ccc(-c2nc3cc(NC(=O)c4cccc(Br)c4)ccc3o2)cc1	-18%
86	CCc1ccc(NC(=O)c2cc(C)no2)cc1	-25%
87	CCCC(=O)Nc1c2c(nn1-c1ccc(F)cc1)CS(=O)(=O)C2	17%
88	O=C(CC1N=C2c3ccccc3N=C(SCc3cccc(Cl)c3)N2C1=O)NCc1ccc2c(c1)OCO2 (stereo not given)	?
89	CN(Cc1noc2c1CCCC2)C(=O)C1CCN(C(=O)C2CC2)CC1	19%
90	Cc1ccc(NC(=O)Cn2ncn3c(cc4ccccc43)c2=O)cc1C	?

# Next compounds follow:
No.	Molecule	KDM5B inhibitor
91	CCOc1ccccc1/C=C1/Cc2c(O)cccc2C1=O	25%
92	COc1cccc(C(=O)N2c3ncnn3C3(CCCCC3)[C@@H]3CCCC[C@@H]32)c1	1%
93	Cc1nn2c(c1-c1ccccc1[S+](C)(=O)[O-])N(Cc1ccc3[nH]ccc3c1)CCC2	-15%[86.2 µM]
94	CCOC(=O)c1c(C)oc2nc(C)nc(N(C)Cc3ccccc3)c12	-28%
95	COc1ccc(C2Cn3nnc(C(=O)N4CCN(C(=O)Cc5ccccc5C)CC4)c3CO2)cc1 (stereo not given)	24%
96	COc1ccc(C(=O)NC2CCN(C(=O)c3cc4c(=O)[nH]c(C)cn4n3)CC2)c(C)c1	?
97	Cn1c(=O)[nH]c(=O)c2c1nc(SCC(=O)O)n2CCOc1ccccc1	36%
98	CCOc1ccc(C(=O)Nc2cccc3ncccc23)cc1	1%
99	O=C1CCCCCCCCCC/C(=N\O)CCCO1	4%
100	O=C(NCCCN1CCOCC1)c1c(OCC2CC2)cc(=O)n2c1CCOCC2	8%
101	COc1ccccc1C(=O)C1CCCN(C(=O)CCn2cnnn2)C1 (stereo not given)	28%
102	COC(=O)CC(NC(=O)CNC(=O)c1ccc(N2CCCC2=O)cc1)c1ccc(Cl)cc1 (stereo not given)	0%
103	CCCNC(=O)c1ccc(Cl)cc1-n1cnnn1	8%
104	COc1ccccc1OCc1cc(C(=O)NCc2ccc3c(c2)OCO3)n[nH]1	-12%
105	CCC(=O)Nc1ccc(Cl)c(-c2nc3cc(C)ccc3o2)c1	?
106	Cc1c(C(=O)N(C)c2ccccc2)nnn1-c1cccc(Cl)c1	19%
107	Cc1c(NC(=O)c2ccc([N+](=O)[O-])cc2)cccc1-c1nc2ccccc2o1	0%
108	COC1CCCN(C(=O)c2cnc(Cc3c(Cl)cccc3Cl)[nH]c2=O)C1 (stereo not given)	-11%
109	N#Cc1cccc(-c2n[nH]c3c2CC(=O)N(Cc2ccccc2)C3)c1	-21%[86.2 µM]
110	Fc1ccc(CN2CC[C@H](c3nc4cc(Cl)ccc4o3)C2)cc1F	?
111	Cc1ccc(S(=O)(=O)NC2CCN(S(C)(=O)=O)CC2)c(Br)c1	16%
112	CCCc1nn2c(=O)cc(COC(=O)c3ccc(NC(=O)C4CCCCC4)cc3)nc2s1	-11%
113	CCOc1ccc(-c2cc(C(=O)NCCc3cccs3)[nH]n2)cc1	-3%
114	COc1cccc(NC(=O)c2cnc(SC)nc2C)c1	4%
115	CC(C)NC(=O)CCCC(=O)NCC1(c2ccccc2)CC1	15%
116	CCCNc1nc(-c2ccc(S(=O)(=O)N3CCCCCC3)cc2)cs1	?
117	COc1ccccc1N1CCN(C(=O)CN2C(=O)COc3ccc(S(=O)(=O)N4CCCCCC4)cc32)CC1	-20%
118	COc1ccccc1NC(=O)c1cc2c(CO)cnc(C)c2oc1=Nc1cccc(C(N)=O)c1	-6%
119	COc1ccccc1Cc1nc2ccccc2nc1SCC(=O)Nc1c(C)cccc1C	8%
120	O=C(Nc1cccc(Cl)c1F)N1CCCC1c1nncn1-c1ccccc1 (stereo not given)	6%
121	COC(=O)COc1ccc2c(=O)c(-c3ccc(OC)c(OC)c3)c(C(F)(F)F)oc2c1	-11%
122	Cc1noc([C@H]2CCN(Cc3cc(F)ccc3F)C[C@H]2NC(=O)C2CC2)n1	25%

# Only part of the results is shown, so the mix of outcomes need not match the whole.
